Bioassay records from PubChem.
OX1R antag-1 – blocks the human orexin 1 receptor; inhibition, % at 6.6 µM; O43613; AID 485270; actives 1.8% (n = 330,000); OX1R-expressing cells, FRET antagonist read-out; in the data active = inhibition mostly above about 38%, no sharp cut-off; inactive = mostly below about 40%;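 note: 0% = agonist challenge alone and 100% = reference antagonist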
Target sequence (O43613 whole entry, looked up): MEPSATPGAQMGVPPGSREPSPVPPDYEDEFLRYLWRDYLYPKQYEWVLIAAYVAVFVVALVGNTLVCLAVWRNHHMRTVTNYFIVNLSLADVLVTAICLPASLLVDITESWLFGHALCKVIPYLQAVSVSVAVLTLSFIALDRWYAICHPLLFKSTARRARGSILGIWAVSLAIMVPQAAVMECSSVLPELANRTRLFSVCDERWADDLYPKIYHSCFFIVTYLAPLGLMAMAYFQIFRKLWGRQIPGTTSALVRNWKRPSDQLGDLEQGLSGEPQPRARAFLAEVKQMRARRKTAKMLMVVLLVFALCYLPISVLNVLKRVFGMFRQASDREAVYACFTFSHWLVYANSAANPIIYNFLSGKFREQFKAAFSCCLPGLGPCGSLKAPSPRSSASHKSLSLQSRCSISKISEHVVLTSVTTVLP
STK33 kinase inh – human STK33 kinase inhibition; Q9BYT3; purified STK33, MBP phosphorylation, ADP-Glo luminescence; inhibition, % at 10 µM; actives 0.073% (n = 320,000);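 active = inhibition at or above 25%, using the most active replicate where run in duplicate; inactive = inhibition below 25%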
Target sequence (Q9BYT3 whole entry, looked up): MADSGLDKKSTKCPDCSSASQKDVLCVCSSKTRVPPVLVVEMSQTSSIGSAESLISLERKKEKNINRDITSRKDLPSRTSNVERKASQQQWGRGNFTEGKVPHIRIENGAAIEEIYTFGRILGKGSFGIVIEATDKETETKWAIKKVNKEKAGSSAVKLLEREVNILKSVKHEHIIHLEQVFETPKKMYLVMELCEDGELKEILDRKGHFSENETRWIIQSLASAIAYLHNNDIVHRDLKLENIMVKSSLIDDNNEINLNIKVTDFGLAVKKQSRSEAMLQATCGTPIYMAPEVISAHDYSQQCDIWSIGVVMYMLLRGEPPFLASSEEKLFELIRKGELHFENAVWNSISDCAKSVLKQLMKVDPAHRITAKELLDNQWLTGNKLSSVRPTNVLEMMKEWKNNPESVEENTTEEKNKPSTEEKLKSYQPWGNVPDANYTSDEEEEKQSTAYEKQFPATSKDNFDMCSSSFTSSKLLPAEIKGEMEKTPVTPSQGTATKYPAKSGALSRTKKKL
OX1R antag-2 – human HCRTR1 antagonism | inhibition, % at 5 µM | O43613 | actives 0.43% (n = 330,000) | CHO/OX1R cells, Fluo-8 calcium fluorescence, orexin A | AID 434989;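 active = inhibition above its plate's threshold, mean inhibition of all tested compounds on the plate plus 3 SD, cut at about 37% in these data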;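 note: 0% = orexin A challenge wells and 100% = SB-334867-A antagonist wells; not every result past the cut was called active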
* = called active by the depositor; / = no result given.

SMILES	OX1R antag-1	STK33 kinase inh	OX1R antag-2
Cc1ccc2c(nc3s/c(=C\c4ccc(-c5ccccc5C(=O)O)o4)c(=O)n32)c1C	-4	-1.1	-20
COc1cc(NS(=O)(=O)c2ccc(NC(=O)CN3C(=O)c4ccccc4C3=O)cc2)nc(OC)n1	12	0.5	-7
CCOc1ccc(NC(=O)[C@@H]2CCCN2C(=O)c2cccs2)cc1S(=O)(=O)N1CCCCC1	5	-0.7	-22
O=C(OCC(=O)N1CCN(C(=O)c2ccco2)CC1)c1cc(-c2ccco2)nc2ccccc12	18	1.8	-8
COc1ccc(NC(=O)N(C)C[C@H]2Oc3ccc(NC(=O)Cn4cnnn4)cc3C(=O)N([C@H](C)CO)C[C@@H]2C)cc1	10	-1.1	12
COc1ccccc1-c1noc(-c2cccs2)n1	19	-2.8	-12
Cc1cccc(C2c3[nH]c4ccccc4c3CCN2C(=O)c2nn(C)c(=O)c3ccccc23)n1 (stereo not drawn)	8	2.8	-24
CN(Cc1cn(C)nc1-c1cccc(Cl)c1)Cc1nccn1C	7	-0.3	-25
NC(=S)N/N=C\c1ccc(-c2cccc(Cl)c2Cl)o1	33	-1.2	2
CC1CN(C(=S)Nc2ccccc2)CC(C)O1 (stereo not drawn)	5	-1.5	0
Cc1ccc(NC(=O)CSc2nc(N)cc(=O)[nH]2)cc1S(=O)(=O)N1CCOCC1	11	-0.7	-13
CCOC(=O)N1CCN(C(=O)CCN2C(=O)COc3ccccc32)CC1	11	-0.4	-16
Cc1ccn2cc(-c3cccc(NC(=O)CCC(=O)O)c3)nc2c1	3	0.1	-18
COc1ccc(CC(=O)NC2CCCc3ccccc32)cc1 (stereo not drawn)	15	0.4	-19
COc1ccc(-n2nc3c(N)n[nH]c3cc2=O)cc1	54*	4.2	-7
CCCCC(O)(c1ccc(OC)cc1)C(CN1CCOCC1)c1ccccc1 (stereo not drawn)	2	-0.4	-61
O=C(Nc1nnc(SCc2c(Cl)cccc2Cl)s1)C1CC(=O)N(c2ccc3c(c2)OCCO3)C1 (stereo not drawn)	12	0.0	-25
CCN(CC)CCCN=Cc1c(O)n(-c2c(C)cccc2C)c(=O)c2ccccc12	11	-0.4	-20
NC(=O)C1CCN(Cc2nc(-c3ccccc3)no2)CC1	5	-0.6	-10
O=C1N/C(=N/O)S/C1=C\c1ccccc1-n1cccn1	35	-0.7	1
O=C(Cc1n[nH]c(=O)c2ccccc12)Nc1cccc(S(=O)(=O)N2CCCCCC2)c1	13	1.9	-20
CCN(CC)C(=O)Cn1cc(S(=O)(=O)CC(=O)N2CC(C)OC(C)C2)c2ccccc21 (stereo not drawn)	7	-0.1	-7
O=C(O)c1ccc(CNC(=O)c2ccc3c(c2)OCCO3)cc1	12	-1.7	-6
COc1ccc([C@H]2CC(=O)c3c(O)cc(O)cc3O2)cc1O	0	3.8	3
N#Cc1nc(-c2ccco2)oc1NCCCn1ccnc1	14	1.0	-13
The results go on.
SMILES	OX1R antag-1	STK33 kinase inh	OX1R antag-2
S=c1nn[nH]n1C12CC3CC(CC(C3)C1)C2	13	-2.4	3
CCOC(=O)c1c(NC(=O)CSc2nnnn2-c2ccc(OC)cc2)sc(C)c1C	26	0.6	-16
Cc1noc(C)c1C(=O)OCC(=O)Nc1cc(Cl)ccc1Oc1ccccc1	21	0.2	-4
O=C(NCCc1ccccn1)c1cncc(Br)c1	8	-1.4	-22
CCCc1cc(N2CCCC2)n2nc(C)c(-c3ccccc3)c2n1	17	0.3	-21
CC(C)(C)OC(=O)Nc1ccc([C@H](NC(=O)OC(C)(C)C)C(=O)OC(C)(C)C)cc1	2	-2.2	-10
C=CCn1c(SCC(=O)Nc2ccc3c(c2)OCO3)nnc1-c1ccccc1	47	0.3	-22
O=C(/C=C/c1ccc(-c2ccccc2[N+](=O)[O-])o1)c1ccc(Br)cc1	2	-1.0	-14
Cc1c(CCOC(=O)C23CC4CC(CC(C)(C4)C2)C3)sc[n+]1Cc1ccccc1	13	0.4	-7
Cc1cccc2c(C(=O)Nc3ccc(Br)cc3)cc(-c3ccccn3)nc12	19	-0.1	-15
O=C(Cn1nnc2ccccc21)Nc1ccc(Cl)cn1	5	-1.3	-2
COc1ccc(COC(=O)c2cccc(S(=O)(=O)N3CCN(C(C)=O)CC3)c2)cc1	28	-1.3	29
S=c1[nH]nc(CCc2ccccc2)n1Cc1ccccc1	11	0.2	-17
CCO[C@H]1OC(C(=O)NCc2ccccc2)=C[C@@H](C2CCCCC2)[C@@H]1CCCO	6	-0.6	-26
O=C(NC(=S)Nc1ccc(S(=O)(=O)N2CCCCC2)cc1)c1ccccc1	28	-5.0	-8
CCOc1ccc(Oc2ccccc2NC(=O)C2=COCCO2)cc1	18	0.5	-21
CCC(=O)OCC(=O)Nc1cc([N+](=O)[O-])ccc1OC	14	-1.3	-12
CC(C)c1ccc(NC(=S)NC2CCN(Cc3ccccc3)CC2)cc1	4	-1.0	-9
C/C(Nc1ccc(Cl)cc1)=C(/C#N)C(N)=O	-4	-0.1	-21
CCP(=O)(c1cccc([N+](=O)[O-])c1)c1cccc([N+](=O)[O-])c1	21	0.8	2
NC(=O)C1CCN(CC(=O)NC2CCCc3ccccc32)CC1 (stereo not drawn)	4	0.9	-4
CC(C)(C)Nc1nc(Oc2ccc(=O)n(-c3ccccc3)n2)nc(N2CCOCC2)n1	4	-2.3	-21
Cc1ccc(NS(=O)(=O)c2cccc(C(=O)N3CCN(C(=O)c4ccco4)CC3)c2)cc1	-2	0.4	-11
CCOc1ccccc1NC(=S)N(CCOC)C1CCN(C(C)=O)CC1	6	-0.9	-14
CN(CC(=O)Nc1ccc(F)cc1)C(=O)COC(=O)c1ccc(-c2ccccc2)cc1	14	-1.3	-23
More compounds:
SMILES	OX1R antag-1	STK33 kinase inh	OX1R antag-2
CSc1cccc(NC(=O)C2CCN(S(=O)(=O)c3ccc(F)cc3)CC2)c1	11	0.1	10
CCOC(=O)N1CCN(C(=O)Cn2ccc3ccccc3c2=O)CC1	18	0.2	-13
O=C(O)c1nc(N2CCCC2)ncc1Cl	7	-0.9	-6
CCCCNC(=O)C1CCN(S(=O)(=O)c2c(C)noc2/C=C\c2ccc(OC)cc2)CC1	16	0.1	-29
O=C(CCc1c[nH]c2ccccc12)Nc1ncccc1O	17	-2.3	5
COc1ccc(Br)cc1CNc1ccc(O)cc1	33	-3.0	-22
O=C(NC1CCCC1)c1cc(Cl)ccc1[N+](=O)[O-]	21	-2.0	-9
Cc1cc(C)n2nc(C(=O)Nc3nnc(C4CC4)s3)nc2n1	21	-0.6	-23
Cn1c(NC(=O)c2cc(Br)ccc2Cl)cc(=O)n(C)c1=O	5	-1.8	-6
O=C(CCCn1c(=O)c2ccccc2n(Cc2ccccc2)c1=O)NCc1ccco1	18	0.9	-21
CC1=NN(C(=O)CSCc2ccccc2)C(O)(c2ccc(Cl)cc2)C1 (stereo not drawn)	15	-1.0	-29
Cn1c(=O)[nH]c(=O)c2c1nc(CN1CCN(c3cccc(Cl)c3)CC1)n2CCc1ccccc1	-4	-1.3	-60
C[C@@H]1COC(=O)[C@H](Cc2ccc(F)cc2)CC/C=C/C[C@@H](CC(=O)N[C@@H](CO)Cc2ccccc2)C(=O)N1	6	-0.4	-18
O=c1oc2c3c4c(cc2s1)CCCN4CCC3	24	8.1	-7
COc1ccc(CN2CCC(=O)NC2=O)cc1	3	-0.4	-1
O=C(O)CCc1nn2c3ccccc3nc2n(CCN2CCCCC2)c1=O	-5	-1.2	-7
O=C(Nc1ccc(S(=O)(=O)Nc2ncccn2)cc1)c1ccccc1Cl	18	-1.3	-10
Cc1cc(C)nc(SCC(=O)NN)n1	25	0.2	8
COc1ccc(NC(=O)c2ccc(-n3c(C)ccc3C)cc2)c(OC)c1	36	/	10
Cc1nc(N2CCC(C(N)=O)CC2)c2c(-c3cccs3)csc2n1	12	6.6	-16
CCOC(=O)Cc1c(C)nc2cc(-c3ccc(C)cc3)[nH]n2c1=O	10	-1.5	-15
Cc1cccnc1NC(=O)c1ccc(Cl)c(S(=O)(=O)N2CCCC2)c1	12	-1.8	-13
CCOC(=O)C(Sc1nn(C)c(=S)s1)C(C)=O (stereo not drawn)	8	-1.1	-12
COc1cc(N/C=C(\C(C)=O)c2ccccc2)cc(OC)c1	26	-0.6	-33
Cc1nc(SCc2nc3cc(Cl)c(F)cc3[nH]2)c2oc3ccccc3c2n1	53*	-0.4	33

5 consecutive records from above, for reference:
SMILES	OX1R antag-1	STK33 kinase inh	OX1R antag-2
CSc1cccc(NC(=O)C2CCN(S(=O)(=O)c3ccc(F)cc3)CC2)c1	11	0.1	10
CCOC(=O)N1CCN(C(=O)Cn2ccc3ccccc3c2=O)CC1	18	0.2	-13
O=C(O)c1nc(N2CCCC2)ncc1Cl	7	-0.9	-6
CCCCNC(=O)C1CCN(S(=O)(=O)c2c(C)noc2/C=C\c2ccc(OC)cc2)CC1	16	0.1	-29
O=C(CCc1c[nH]c2ccccc12)Nc1ncccc1O	17	-2.3	5

Other compounds:
SMILES	OX1R antag-1	STK33 kinase inh	OX1R antag-2
CC(=O)Nc1ccc(-c2csc(Nc3ccc(Cl)cn3)n2)cc1	11	-0.8	-17
CCCn1nnc(NC(=O)c2cccc(OCC)c2)n1	7	-0.5	-20
CCCc1c(C(=O)N/N=C/C(C)=C/c2ccccc2)nnn1-c1nonc1N	14	-0.2	-15
COc1ccc(/C=N/n2c(-c3cc(C)[nH]n3)n[nH]c2=S)cc1	3	3.6	-2
O=C1CC(N2CCC(c3nc4ccccc4s3)CC2)C(=O)N1 (stereo not drawn)	7	-1.3	-15
Cc1ccc(C(=O)NC(=S)NCC2CCCO2)cc1 (stereo not drawn)	38	3.6	-16
COc1cccc(C2C=C(c3ccc(Br)s3)Nc3ncnn32)c1OC (stereo not drawn)	17	1.7	5
Cc1ccc(S(=O)(=O)N2CCN(C(=O)/C=C/c3ccco3)CC2)cc1	5	0.2	-23
CCc1c(C)nc2cc(-c3ccc(OC)c(OC)c3)nn2c1NCC1CC1	31	0.1	-26
COC(=O)c1ccc2c(=O)n(CCCN3CCOCC3)c(=S)[nH]c2c1	26	-2.8	-6
O=C(O)c1n[nH]c2ccccc12	16	0.3	-15
COc1ccc(/C=C(/C#N)C(=O)Nc2ccc(C)cc2C)cc1C(=O)O	15	-1.4	-7
O=[N+]([O-])c1ccc(N2CCOCC2)c(S(=O)(=O)N2CCOCC2)c1	33	-2.0	3
O=C(NCC1CCCO1)C1CCN(S(=O)(=O)c2cccc3cccnc23)CC1 (stereo not drawn)	11	/	-21
CCN(c1cccc(C)c1)S(=O)(=O)c1ccc2c(c1)CCCN2C(C)=O	4	0.2	-10
CCOC(=O)c1c(S(=O)(=O)NCC(=O)NCc2ccccc2Cl)c(C)n(C)c1C	7	-0.6	-16
O=C(O)CCC(=O)N1N=C(c2cccs2)CC1c1ccc(Br)cc1 (stereo not drawn)	4	-0.1	-19
Cc1sc(NC(=O)CSc2nc(N)n(CC(=O)c3ccccc3)n2)c(C#N)c1C	20	-1.3	-14
CN(C)c1nnc(-c2ccc(Cl)cc2)o1	7	-1.5	-13
Cn1nc(CC(=O)N2CCN(c3ccccc3)CC2)c2ccccc2c1=O	7	2.2	-24
O=C(COC(=O)COc1ccc(Cl)cc1Cl)Nc1cccnc1Cl	13	-1.4	-4
CCCSc1cc(=O)n(-c2ccccc2)nc1C(=O)O	9	-0.7	-6
CC(C)(C)OC(=O)N[C@H](C(=O)OC(C)(C)C)c1ccc(Br)cc1	7	-0.3	-19
Cn1c(=O)c2ncn(CC(=O)Nc3cccc(-c4nc5ccccc5s4)c3)c2n(C)c1=O	35	0.3	-32
C=CCCC(=O)Nc1nc(C)c(-c2csc(Nc3ccc(Cl)cc3)n2)s1	21	-0.4	-37

The final 4 records of the section above come first, to join the parts.
SMILES	OX1R antag-1	STK33 kinase inh	OX1R antag-2
CCCSc1cc(=O)n(-c2ccccc2)nc1C(=O)O	9	-0.7	-6
CC(C)(C)OC(=O)N[C@H](C(=O)OC(C)(C)C)c1ccc(Br)cc1	7	-0.3	-19
Cn1c(=O)c2ncn(CC(=O)Nc3cccc(-c4nc5ccccc5s4)c3)c2n(C)c1=O	35	0.3	-32
C=CCCC(=O)Nc1nc(C)c(-c2csc(Nc3ccc(Cl)cc3)n2)s1	21	-0.4	-37
Cc1ccc(Nc2c(-c3ccc(N4CCOCC4)cc3)nc3ncccn23)cc1	4	2.0	-32
CC1CCCN(CCCNC(=O)c2ccc(CS(=O)(=O)c3c(Cl)cccc3Cl)o2)C1 (stereo not drawn)	13	-0.1	-19
CC(C)NC(=O)c1cc(C(=O)c2cc(Cl)ccc2O)coc1=N	26	-1.3	-24
COc1ccc(CNC(=O)CN2CCC(NC(=O)c3ccccc3C)CC2)cc1	6	-1.0	-11
COc1cc(NC(=O)c2n[nH]c(=O)c3ccccc23)cc(OC)c1	15	1.3	-13
C/C(=N\NC(=O)c1ccccc1)c1ccc(N2CCCCC2)cc1	24	1.2	-10
Cc1ccc(/C(=N/Nc2ncnc3ccccc23)C(=O)O)cc1	51	2.7	-6
O=C(c1ccccc1)N1CCN(S(=O)(=O)N2CCOCC2)CC1	33	-1.4	-20
COC(=O)C1=C(C)Nc2nnnn2C1c1cc(OC)ccc1OC (stereo not drawn)	8	-3.6	-8
CC1CN(c2nc3c(c(=O)n(Cc4ccc(Cl)cc4)c(=O)n3C)n2C)CC(C)O1 (stereo not drawn)	18	-1.4	-20
O=C(Nc1ccc(N2CCOCC2)cc1)c1cnccn1	10	0.3	2
CC(=O)N(C(C)=O)C1=C(C#N)C2(CCCCC2)Cc2ccccc21	47	-0.1	-20
O=C(Nc1cccc(C(F)(F)F)c1)c1cc(S(=O)(=O)N2CCCCC2)ccc1N1CCOCC1	20	-1.4	-16
Cc1cc(NC(=O)CCC(=O)N(CC(=O)NC2CCCC2)Cc2ccccc2Cl)no1	11	-2.2	-23
